Screening results (PubChem BioAssay)
USP1 inh: blocks the human USP1/UAF1 deubiquitinase complex; recombinant USP1/UAF1, Ub-Rhodamine cleavage fluorescence; AID 743255; O94782; hit rate 0.23% among 390,000; Potency, µM (doses to about 57.1 µM), for inactives: at the top dose activity change, negative = inhibition, usual class: inhibitors; also: % is scaled to controls: 0 for no effect and ±100 for the full control effect; nearly all actives have a fitted effect of over 60% in size; inactives centre near -12
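USP1/UAF1 complex at 1 nM was preincubated with compound for 15 min at room temperature, then Ub-Rho substrate (150nM final) was added. Fluorescence (480/540 nm) was read kinetically, 6 reads every 60 seconds.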
Vif-APOBEC3F blk: blocks the Vif interaction with APOBEC3F; HeLa A3F-eYFP + Vif (tagged APOBEC3F with the HIV-1 protein that degrades it), YFP fluorescence increase; Potency, µM (top dose mostly 46.1 µM), without a hit: at the highest dose activity, negative = active; hit rate 0.2% among 390,000; also: % of control where 0% means no effect; nearly all actives have a fitted effect of over 65% in size
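HeLa cells stably expressing Vif plus C-terminally eYFP-tagged A3F were seeded, incubated overnight at 37 deg C, dosed with compound, incubated overnight again at 37 deg C. Yellow fluorescence (Ex 488/Em 500-530) reported blocked Vif-mediated A3F-eYFP degradation.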
TrxR1 inh: rat TrxR1 inhibition; O89049; recombinant rTrxR1, NADPH fluorescence consumption, selenite substrate; Potency, µM (series often up to 114 µM), without a hit: at the highest dose activity change, negative = inhibition, usual class: inhibitors; hit rate 1% among 390,000; AID 588453; also: % is scaled to controls: 0 for no effect and ±100 for the full control effect; nearly all actives have a fitted effect of over 65% in size
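Rat TrxR1 (90 nM in the dispensed reagent) was pre-reduced with 400 uM NADPH for 5 min at room temperature, then incubated with compound for 15 min. After 400 uM selenite was added, NADPH fluorescence (Ex 340/Em 450 nm) was followed for 8 min.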
Vif-APOBEC3G blk: blocks the Vif interaction with human APOBEC3G | hit rate 0.076% among 410,000 | Q9HC16 | HeLa A3G-eYFP + Vif (tagged APOBEC3G with the HIV-1 protein that degrades it), YFP fluorescence, overnight | AID 602310 | Potency, µM (series often up to 46.1 µM), for the others: at the top dose activity, negative = active, most hits filed as inhibitors;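 also: % is scaled to controls: 0 for no effect and ±100 for the full control effect; nearly all actives have a fitted effect of over 60% in size; hits raise eYFP signal because A3G escapes Vif-driven loss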
Target sequence (Q9HC16 whole entry, looked up): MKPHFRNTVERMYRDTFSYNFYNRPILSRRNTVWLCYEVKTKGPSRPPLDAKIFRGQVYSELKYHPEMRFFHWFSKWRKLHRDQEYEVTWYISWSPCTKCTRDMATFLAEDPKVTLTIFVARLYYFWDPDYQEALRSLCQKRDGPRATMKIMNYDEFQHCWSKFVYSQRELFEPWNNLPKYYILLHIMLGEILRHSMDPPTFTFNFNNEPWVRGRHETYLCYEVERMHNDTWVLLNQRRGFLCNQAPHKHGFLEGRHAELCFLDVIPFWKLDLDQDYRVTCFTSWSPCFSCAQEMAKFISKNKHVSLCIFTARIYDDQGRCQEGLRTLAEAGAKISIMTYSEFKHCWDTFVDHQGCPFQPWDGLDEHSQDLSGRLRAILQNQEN
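Read-out is eYFP fluorescence (Ex 488/Em 500-530) from Vif-expressing HeLa A3G-eYFP cells; more signal means A3G escaped Vif-mediated degradation. Cells plated overnight, compound pinned in, incubated overnight at 37 deg C.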
mIDH1 inhibitor: inhibitors of human mutant IDH1 R132H; IDH1-R132H enzyme, NADPH consumption, diaphorase/resazurin fluorescence; hit rate 0.093% among 390,000; Potency, µM (top dose mostly 76.6 µM), inactives show top-dose activity change, negative = inhibition, actives largely listed as inhibitors; also: % is scaled to controls: 0 for no effect and ±100 for the full control effect; nearly all actives have a fitted effect of over 65% in size
Target sequence (O75874 whole entry R132H, stated change not applied): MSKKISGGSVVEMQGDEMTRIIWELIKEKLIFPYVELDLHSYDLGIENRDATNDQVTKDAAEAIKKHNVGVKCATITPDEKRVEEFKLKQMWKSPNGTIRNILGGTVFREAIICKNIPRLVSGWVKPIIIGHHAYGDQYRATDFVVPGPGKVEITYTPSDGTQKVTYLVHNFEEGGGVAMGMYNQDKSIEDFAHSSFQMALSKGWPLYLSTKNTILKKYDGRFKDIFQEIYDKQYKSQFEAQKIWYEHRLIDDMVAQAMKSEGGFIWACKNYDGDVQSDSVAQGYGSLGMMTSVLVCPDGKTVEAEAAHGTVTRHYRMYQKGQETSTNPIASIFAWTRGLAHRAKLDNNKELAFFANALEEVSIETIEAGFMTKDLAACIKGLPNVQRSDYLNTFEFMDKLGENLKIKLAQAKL
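IDH1-R132H (0.5 ug/mL dispensed) in pH 7.5 Tris buffer was preincubated 30 min with compound, then given a substrate mix of 0.016 mM NADPH and 2 mM alpha-KG for 80 min at room temperature; remaining NADPH was read by diaphorase/resazurin fluorescence.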
12-LOX inh: blocks human arachidonate 12S-lipoxygenase; P18054; purified 12hLO, xylenol orange hydroperoxide absorbance; Potency, µM (highest dose often 108 µM), without a hit: top-dose activity change, negative = inhibition, actives largely listed as inhibitors; hit rate 1.1% among 580,000; also: % is scaled to controls: 0 for no effect and ±100 for the full control effect
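Hydroperoxide product was detected by ferrous iron/xylenol orange as the 573 to 405 nm absorbance ratio. Arachidonic acid at 40 uM (final) was turned over for 30 min at room temperature by 150 nM human 12hLO, pH 7.0 Hepes buffer, after 15 min compound preincubation.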
RGS4 inhibitor: blocks human RGS4-accelerated GTP hydrolysis. hit rate 0.039% among 390,000. AID 504845. Potency, µM (titrated, usually from 114 µM), inactives show at the top dose activity change, negative = inhibition, most hits filed as inhibitors. P49798. Transcreener GDP fluorescence polarization, RGS4-accelerated GTP hydrolysis; also: % is scaled to controls: 0 for no effect and ±100 for the full control effect; nearly all actives have a fitted effect of over 75% in size; some results filed as inactive show a strong effect at the top dose
Target sequence (P49798 whole entry, looked up): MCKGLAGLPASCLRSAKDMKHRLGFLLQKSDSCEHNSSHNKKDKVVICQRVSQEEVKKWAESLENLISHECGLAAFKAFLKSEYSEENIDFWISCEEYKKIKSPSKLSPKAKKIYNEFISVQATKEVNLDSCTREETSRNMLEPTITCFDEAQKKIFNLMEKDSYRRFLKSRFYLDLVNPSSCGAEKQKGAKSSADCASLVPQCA
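MLSMR compounds (23 nl, pin-transferred) preincubated 10 min at room temperature with a 500nM (2x) first reagent, then RGS4 at 900nM (2x) plus Transcreener GDP mix added; fluorescence polarization (620/688 nm) read before and after 90 min at 30 °C.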
TrxR1 substrate: substrates of rat thioredoxin reductase 1; O89049; purified TrxR1 substrate turnover, NADPH consumption readout; Potency, µM (titrated, usually from 114 µM), for inactives: top-dose activity change, negative = substrate turnover; hit rate 0.01% among 390,000; also: % is scaled to controls: 0 for no effect and ±100 for the full control effect; nearly all actives have a fitted effect of over 50% in size
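Rat TrxR1, dispensed at 90 nM, was prereduced with 400 uM NADPH (final) for 5 min at ~22 deg C, then incubated with compound 15 min before 400 uM selenite. A first-read NADPH fluorescence drop versus no-compound background flagged substrates.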
RXFP1 ag: agonists of human relaxin receptor RXFP1 | Q9HBX9 | HEK293T-RXFP1 cAMP TR-FRET, 30 min; response scale: percent of porcine relaxin response, buffer zero | Potency, µM (doses to about 57.5 µM), for the others: top-dose activation, hits mostly activators | hit rate 0.3% among 370,000 | AID 2676; also: % is scaled to controls: 0 for no effect and ±100 for the full control effect; nearly all actives have a fitted effect of over 60% in size; many of its hits are not listed in these tables
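HEK293T cells stably expressing RXFP1 were pretreated with the PDE4 inhibitor Ro 20174, exposed to compounds for 30 min at 37C, lysed, and cAMP was read by TR-FRET. Data normalized to buffer (basal) and 29 nM porcine relaxin (100%).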
The depositor's hits bear a star; i = inactive; ? = inconclusive; . = not tested or not shown; & = joins results of further samples; [ ] = dose if it differs, or a comment. Calls follow the shape of the dose curve; as a rule, active = well fitted curve in the direction sought with a large enough effect; inconclusive = small, poorly fitted or top-dose-only effect, or another doubt; inactive = no such curve, though single readings can be large; an effect the other way counts as inactive or inconclusive. Potency is read from the fitted curve at half-maximal effect. This is a subset. The share of hits here may be higher or lower than overall.

smiles,USP1 inh,Vif-APOBEC3F blk,TrxR1 inh,Vif-APOBEC3G blk,mIDH1 inhibitor,12-LOX inh,RGS4 inhibitor,TrxR1 substrate,RXFP1 ag
O=C(Nc1cccc(-c2csc(Nc3ccc(Cl)cc3)n2)c1)c1cc([N+](=O)[O-])cc(C(F)(F)F)c1,-26%,-15%,9%,-2%,-3%,-7%,-4%,-2%,-1.2%
CCc1ccc2oc(C(=O)NCC(c3ccc(OC)cc3)N3CCCCC3)c(C)c2c1 (configuration not stated),-22%&-18%,?,18%&24%,-1%&0%,1%&0%,?,12%&13%,-3%&-4%,0.0%&-1.1%
O=Cc1c(NCc2ccc(F)cc2)c2ccccc2[nH]c1=O,-29%,12%,19%,2%,4%,4%,-11%,-1%,0.5%
O=C(CCSCc1ccccc1Cl)NC1CCCC1,-1%,-16%,13%,2%,6%,-16%,-10%,0%,2.5%
COc1ccccc1C(C[N+](=O)[O-])c1c(N)n(C)c(=O)n(C)c1=O (configuration not stated),-19%,-6%,?,?,5%,?,?,3%,5.5%
Cn1nccc1NS(=O)(=O)c1ccc(NC(=O)C(F)(F)F)cc1,-17%,2%,10%[57.1 µM],1%,2%,131%[activator],-11%,-6%[57.1 µM],-0.4%
C=CCn1c(SCC(=O)NCC2CCCO2)nnc1-c1ccccc1 (configuration not stated),-5%,-6%,17%,0%,7%,1%,14%,4%,-2.0%
CCOC(=O)Cn1c(=NC(=O)c2cc(-c3cccs3)nc3ccccc23)sc2cc(S(N)(=O)=O)ccc21,-6%,?,39%[activator],-21%,-2%,-46%,5%,49%[activator],6.3%
CCCOc1ccc(CN2C(=O)C(=O)c3cccc(C)c32)cc1,-24%,3%,12%,4%,?,?,?,5%,-1.8%
COc1ccc(CCNC(=O)c2ccc(CS(=O)(=O)Cc3ccc(C)cc3)o2)cc1OC,-21%,0%,.,5%,-4%,-14%,.,.,.
CC(=O)Nc1ccc(C(=O)N/N=C/c2ccncc2)cc1,-13%,9%,5%[57.1 µM],1%,-4%,1%,4%,1%[57.1 µM],-2.3%
CCn1c(SCC(=O)Nc2nc(-c3ccc(C)cc3)cs2)nnc1-c1ccccc1,-12%,-2%,19%[57.1 µM],0%,19%,-10%,-18%,6%[57.1 µM],-0.3%
CCn1c(CSc2nc(C)cs2)nc2cc(S(=O)(=O)N(C)C)ccc21,0%,.,20%,-5%,1%,-5%,-2%,5%,3.6%
O=C(c1cc2c(s1)CCCC2)n1cccn1,-13%,0%,-6%,1%,3%,10%,9%,-7%,2.8%
COCCCN1C(=O)c2ccccc2C1C(=O)NC1CCCCCC1 (configuration not stated),-14%,6%,5%,-11%,7%,16%,2%,-8%,1.0%
Nc1cc(OC(=O)c2ccccc2Br)nn1S(=O)(=O)c1ccccc1,-9%,3%,?,-3%,-4%,6%,-21%[11.4 µM],-4%,0.2%
OC(CN1CCCCC1)Cn1c2ccc(Cl)cc2c2cc(Cl)ccc21 (configuration not stated),-7%,20%,-4%[57.1 µM],-6%,3%,?,-5%,-1%[57.1 µM],-0.6%
Cc1ccc(S(=O)(=O)NN=Cc2ccccc2Cl)cc1,-24%,-2%,.,1%,-2%,?,.,.,.
O=C(Cc1ccccc1)N/N=C/c1ccc(OC(=O)/C=C\c2ccco2)cc1,-24%,2%,-14%,-7%,-3%,-2%,15%,1%,2.1%
COc1ccc(-n2ncc(C(=O)N3CCN(C4CCCCC4)CC3)c2C2CCN(C(=O)OC(C)(C)C)CC2)cc1,?,-6%,?,-5%,22%,-7%,12%,-4%,-4.5%
COc1ccc(Cc2noc(-c3ccc([N+](=O)[O-])cc3)n2)cc1OC,-17%,-1%,-1%,3%,3%,41%[activator],-10%,-3%,-0.6%
C/C(=N\NC(=O)C1CC1c1ccccc1)c1ccc(C)s1 (configuration not stated),-14%,-5%,10%,0%,2%,-9%,21%,7%,-1.6%
CCC(=O)c1ccc(OCC(O)Cn2nc(C)c(Br)c2C)cc1 (configuration not stated),-24%,0%,14%,0%,2%,-16%,8%,1%,0.1%
O=C(c1ccccc1[N+](=O)[O-])N1CC2C3C=CC(C3)C2C1 (configuration not stated),-25%,-12%,16%[57.1 µM],0%,-9%,1%,-3%,4%[57.1 µM],0.1%
Cc1ccc2c(COC(=O)c3n[nH]c4ccccc34)cc(=O)oc2c1,-15%,8%,15%,-11%,-3%,-4%,-17%,12%,1.4%
CC(C)(C)OC(=O)C[C@H]1C/C=C\C[C@@H](CC(=O)N(CCO)Cc2ccccc2)C(=O)N2CCC[C@@H]2COC1=O,-27%,2%,5%,-2%,12%,-1%,-14%,0%,.
CCn1nc(C(=O)O)c(=O)c2cc3c(cc21)OCO3,15%,0%,?,-3%,-13%,-7%,-9%[56.9 µM],?,-0.4%
C[C@@H]1CCC2[C@](C)(CO)[C@@H](O)CC[C@]2(C)[C@@]12CCC(CO)(CCO)O2 (some centres not stated),-10%,-11%,9%,-2%,21%,25%&1%,?,0%,2.6%
Cc1ccc(CCNC(=O)C2CCCN(S(=O)(=O)c3c(C)noc3C)C2)cc1 (configuration not stated),-5%,3%,-4%,1%,5%,-8%,8%,-5%,-0.9%
CNc1snc(C)c1C(=O)OC(C)C(=O)Nc1cccc(C)c1 (configuration not stated),-1%,3%,-7%,-1%,2%,-14%,17%,-4%,.
Nc1ccc(N)c(C(=O)O)c1,20µM*,?,?,4%,15%,.,?,21%,2.8%
CCc1cc2c(cc3c(=O)n(CC(=O)NCCCN(CC)CC)nc(CC)n32)s1,-7%,0%,3%,-6%,1%,-3%,-22%,0%,0.8%
COc1cccc(CNC(=O)[C@H](C)NC(=O)N2CC(=O)Nc3ccccc32)c1,3%,0%,.,-3%,-2%,9%,.,.,.
Cc1ccc2c(c1)c(=O)c(S(=O)(=O)c1ccc(C)c(C)c1)cn2CC(=O)Nc1ccccc1,-20%,-5%,8%,0%,-9%,-16%,-18%,2%,-0.6%
COc1cc(OC)c(C(=S)N2CCCC2)cc1OC,-20%,-2%,1%,-11%,0%,?,-45%,3%,0.0%
Cc1nc2cc(NC(=O)c3cccc(S(C)(=O)=O)c3)ccc2o1,-11%,11%,10%,-2%,-7%,16%,-6%,10%[0.0914 µM],0.8%
Cc1onc(-c2c(F)cccc2Cl)c1C(=O)c1ccccc1O,-7%,0%,18%[57.1 µM],-20%,4%,0%,-25%,-18%[57.1 µM],2.6%
COc1cc(/C=N/NC(N)=S)ccc1OCc1ccc(C)cc1,-20%,0%,-12%[57.1 µM],-2%,0%,45µM*,?,4%[57.1 µM],0.1%
CCOc1ccc2oc(C(=O)N3CCN(c4ccccn4)CC3)c(C)c2c1,?,2%,-12%,0%,4%,i,-10%,-5%,-2.2%
O=C(O)/C=C/C(=O)c1ccc2c(c1)CCc1ccccc1-2,0%,6%,?,-28%,-25%,0%,-136%,4%[57.1 µM],0.1%

Retrieved by structure from the entries so far (2):
smiles,USP1 inh,Vif-APOBEC3F blk,TrxR1 inh,Vif-APOBEC3G blk,mIDH1 inhibitor,12-LOX inh,RGS4 inhibitor,TrxR1 substrate,RXFP1 ag
O=C(O)/C=C/C(=O)c1ccc2c(c1)CCc1ccccc1-2,0%,6%,?,-28%,-25%,0%,-136%,4%[57.1 µM],0.1%
Cc1nc2cc(NC(=O)c3cccc(S(C)(=O)=O)c3)ccc2o1,-11%,11%,10%,-2%,-7%,16%,-6%,10%[0.0914 µM],0.8%

Further entries follow.
smiles,USP1 inh,Vif-APOBEC3F blk,TrxR1 inh,Vif-APOBEC3G blk,mIDH1 inhibitor,12-LOX inh,RGS4 inhibitor,TrxR1 substrate,RXFP1 ag
Cc1ccc(NC(=O)CSCC(=O)Nc2ccccc2C(=O)N2CCCCC2)cc1,-16%,-5%,-5%,2%,3%,-5%,-9%,-5%,-0.1%
Nc1nc(N2CCN(C(=O)c3ccco3)CC2)nc2ccc(Br)cc12,-20%,19%,?,12%,7%,.,-50%[56.9 µM],17%,8.8%
CC1CCc2c(sc3[nH]c(=S)n(C)c(=O)c23)C1 (configuration not stated),-17%,1%,-17%,0%,-1%,-27%,-40%,0%,0.4%
CCc1cccc(OCC(=O)Nc2ccccc2N2CCCC2)c1,-20%,-3%,9%,-3%,4%,-3%,6%,0%,1.5%
COc1ccccc1N(CC(=O)Nc1ccc(S(=O)(=O)N2CCCCC2)cc1)S(C)(=O)=O,-5%,-5%,-3%,1%,3%,-6%,-12%,-12%,0.9%
COc1ccc(-c2cc(C(F)(F)F)nc(SCC(=O)NCc3ccc(F)cc3)n2)cc1,-22%,-1%,90%[activator],6%,4%,1%,-28%,29%,?
CCc1ccc(NC(=O)CN(C)S(=O)(=O)c2ccc3c(c2)c(=O)n(C)c(=O)n3C)cc1,-24%,3%,3%,2%,3%,-19%,-5%,3%,1.3%
O=C(NNS(=O)(=O)c1ccc(F)cc1)c1cc2ccccc2cc1O,-16%,-10%,17%,-4%,0%,-14%,-17%,3%,1.5%
CCC(=O)Oc1c(Sc2ccc(C)cc2)c(C)nn1-c1ccccc1,-27%,1%,32%,3%,-2%,?,?,-3%,1.3%
